# Screens as filed in PubChem.
# Tb PFK block = blocks T. brucei phosphofructokinase; O15648; T. brucei PFK, ADP-Glo luminescence; Potency, µM (doses to about 57.5 µM), without a hit: at the top dose activity, negative = inhibition, hits mostly inhibitors; 0.17% of 330,000 active;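 further: potency means the concentration at half of the fitted maximal effect; 0% = uninhibited 1x PFK enzyme wells and -100% = no-enzyme wells; nearly all actives have a fitted effect of over 60% in size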
#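 1.25 nM PFK with 0.5 mM F6P and 0.1 mM ATP in 0.1 M TEA pH 8.0, 5 mM MgCl2, incubated 45 min at room temperature; ADP measured by ADP-Glo luminescence; compounds titrated up to 57 uM.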
# B2AR arrestin = beta2AR (human) beta-arrestin recruitment activity; P07550; beta-arrestin recruitment to beta2AR, cell-based reporter; Potency, µM (highest dose often 46.1 µM), inactives show top-dose activation, hits mostly activators; 0.02% of 330,000 active; AID 492947;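 further: potency means the concentration at half of the fitted maximal effect; 0% = DMSO controls and full agonism = EC100 isoproterenol or metaproterenol; nearly all actives have a fitted effect of over 65% in size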
# Menin MLL FP TR = menin-MLL binding inhibition, Texas Red mutant peptide. 0.23% of 270,000 active. Potency, µM (doses to about 61.6 µM), for inactives: at the highest dose FP activity change, negative = inhibition, most hits filed as inhibitors. Menin + Texas Red MLL mutant peptide, fluorescence polarization; active means well fitted inhibition curve with a large enough effect in the polarisation, with a control signal flat, not every such curve was filed as active; inconclusive means small, poorly fitted or top-dose-only effect, or effect the other way, or a change in a side signal; inactive means no such curve, though single readings can be large or run the other way; the % refers to the polarisation; further: potency means the concentration at half of the fitted maximal effect; % of control where 0% means no effect; many of its hits are not listed in these tables
# Target sequence (O00255 whole entry, looked up): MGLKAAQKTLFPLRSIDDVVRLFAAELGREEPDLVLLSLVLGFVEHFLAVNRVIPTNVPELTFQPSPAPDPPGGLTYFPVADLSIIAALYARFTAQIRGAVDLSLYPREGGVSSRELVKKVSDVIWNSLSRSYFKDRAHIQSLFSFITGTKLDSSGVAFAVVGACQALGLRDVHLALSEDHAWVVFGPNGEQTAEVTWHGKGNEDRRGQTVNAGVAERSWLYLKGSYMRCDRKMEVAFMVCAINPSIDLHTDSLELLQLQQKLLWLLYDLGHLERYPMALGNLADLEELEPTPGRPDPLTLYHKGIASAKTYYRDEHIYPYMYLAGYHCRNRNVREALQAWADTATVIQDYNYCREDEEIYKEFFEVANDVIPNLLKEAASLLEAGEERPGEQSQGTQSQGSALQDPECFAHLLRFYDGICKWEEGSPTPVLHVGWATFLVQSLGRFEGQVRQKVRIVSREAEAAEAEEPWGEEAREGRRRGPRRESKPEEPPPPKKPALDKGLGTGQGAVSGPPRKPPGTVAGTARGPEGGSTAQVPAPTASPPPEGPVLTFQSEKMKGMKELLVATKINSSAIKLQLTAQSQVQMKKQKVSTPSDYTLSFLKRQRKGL
# TSG101-PTAP inh = blocks PTAP/TSG101 interaction to inhibit HIV-1 budding; Q99816; Fluorescence polarization, FITC-PTAP peptide / Tsg101 binding; Potency, µM (doses to about 115 µM), without a hit: at the highest dose activity change, negative = inhibition, hits mostly inhibitors; 340,000 tested, under 10 active; AID 493005; active means well fitted inhibition curve with a large enough effect in the main read-out, with a control signal flat, not every such curve was filed as active; inconclusive means small, poorly fitted or top-dose-only effect, or effect the other way, or a change in a side signal; inactive means no such curve, though single readings can be large or run the other way; further: potency means the concentration at half of the fitted maximal effect; % of control where 0% means no effect
# Target sequence (Q99816 whole entry, looked up): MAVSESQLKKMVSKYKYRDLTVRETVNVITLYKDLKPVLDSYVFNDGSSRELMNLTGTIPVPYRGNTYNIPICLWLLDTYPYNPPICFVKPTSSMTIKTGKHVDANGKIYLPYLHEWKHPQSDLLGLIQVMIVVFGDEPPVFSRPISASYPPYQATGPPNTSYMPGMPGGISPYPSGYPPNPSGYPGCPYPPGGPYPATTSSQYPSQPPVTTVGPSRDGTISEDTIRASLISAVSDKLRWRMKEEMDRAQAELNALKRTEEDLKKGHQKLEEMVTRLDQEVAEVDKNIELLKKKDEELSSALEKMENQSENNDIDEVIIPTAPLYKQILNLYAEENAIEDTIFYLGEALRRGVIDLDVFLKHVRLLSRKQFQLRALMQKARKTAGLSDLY
#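 Fluorescence anisotropy tracks displacement of a FITC-tagged PTAP peptide (50 nM) from the Tsg101 binding domain (10 uM), following a 20 min room-temperature incubation at pH 7.5.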
# PKM2 activator = activators of human pyruvate kinase M2. purified PKM2, Kinase-Glo ATP luminescence, activation; response scale: 0% is enzyme alone, no compound. Potency, µM (top dose mostly 57.5 µM), without a hit: at the highest dose activation, hits mostly activators. 0.34% of 260,000 active; further: potency means the concentration at half of the fitted maximal effect; on the % scale 0 is the no-effect control and ±100 the full control effect; nearly all actives have a fitted effect of over 55% in size
#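 hPK-M2, >95% pure; 0.1 mM ADP / 0.5 mM PEP final; imidazole pH7.2 buffer w/ 7 mM MgCl2, 50 mM KCl; 1 h RT; Kinase-Glo lum. Intermediate enzyme activity for dual inhibitor/activator qHTS.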
# FBPA coupling cs = counter-screen for Giardia aldolase inhibitors: coupling enzyme system. AID 2472. activity change, negative = inhibition, % at 58.2 µM, hits read low. coupling enzyme system counterscreen, AmpLite Red fluorescence. 0.67% of 290,000 active; in the data active means activity change below about -30%; further: on the % scale 0 is the no-effect control and ±100 the full control effect
#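 Counterscreen of the coupled detection system alone, without aldolase: glyceraldehyde-3-phosphate coupling enzymes plus AmpLite Red readout. Compounds at 57.5 uM final, 10 min RT preincubation, 20 min RT reaction, fluorescence 525/598 nm.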
# a7 integrin act = activates integrin-mediated alleviation for muscular dystrophy; alpha7betagal myoblasts, beta-gal FDG fluorescence, 48 h; Potency, µM (doses to about 38.3 µM), inactives show at the highest dose activation, hits mostly activators; 0.064% of 350,000 active;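 further: potency means the concentration at half of the fitted maximal effect; 100% = response of the positive control SU9516; nearly all actives have a fitted effect of over 60% in size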
#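 Alpha7betagal+/- myoblasts (passage 13) were plated 16-24 hr, then exposed to compounds (1:260 dilution of DMSO stock) for 48 hours at 37C. After MPER lysis, β-galactosidase reporter activity was read as FDG fluorescence (ex 480/em 540) after 30 minutes.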
# Giardia kill = kills Giardia lamblia; activity change, % at 7.66 µM, hits read low; AID 540267; 0.15% of 340,000 active; Giardia lamblia trophozoite viability; in the data active means activity change below about -80%; inconclusive means between about -30% and that limit;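 further: parasites exposed to compound for two days anaerobically before the ATP read; on the % scale 0 is the no-effect control and ±100 the full control effect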
#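 ATP-content bioluminescence gauges trophozoite survival. Cells (100/well) receive compound and incubate anaerobically for 48 hrs at 37 deg C; detection reagent follows for 15-30 min at room temperature.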
# Chronic BCR inh = chronic active BCR signaling inhibition; 0.05% of 340,000 active; AID 493014; ABC-DLBCL IkBa-CBG/CBR reporter, luminescence ratio, 4 h; Potency, µM (top dose mostly 46.1 µM), inactives show at the top dose ratio change, negative = lower green/red ratio, actives largely listed as inhibitors; active means well fitted inhibition curve with a large enough effect in the signal ratio, with a control signal flat, not every such curve was filed as active; inconclusive means small, poorly fitted or top-dose-only effect, or effect the other way, or a change in a side signal; the % refers to the signal ratio;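 further: potency means the concentration at half of the fitted maximal effect; plate controls were basal doxycycline-induced cells for no effect and cells given 10 µM MG132 for full effect; MG132 reads +100%, hits lower the ratio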
#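 Cell line TMD8 (human ABC DLBCL), stably expressing tet-inducible CBG68-IkBa fusion and CBR; IMDM/0.5% FBS; cpd up to 46 uM; dox induction, 4 h, 37C/5% CO2; dual luminescence; green/red ratio; MG132 control.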
# GALK inhibitor = galactokinase (human) inhibition; Purified GALK, Kinase-Glo residual ATP luminescence; 0.007% of 270,000 active; AID 1868; Potency, µM (highest dose often 57.5 µM), without a hit: at the top dose activity change, negative = inhibition, most hits filed as inhibitors; further: potency means the concentration at half of the fitted maximal effect; on the % scale 0 is the no-effect control and ±100 the full control effect
#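 Compounds were pin-transferred into ATP buffer (35 uM final), then GALK plus galactose (5 nM, 100 uM final) was added. After 1 h at room temperature, Kinase-Glo Plus was added and luminescence read after 10 min.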
# S-ASM inh = inhibitors of human secretory acid sphingomyelinase; placental ASM, HMU-PC fluorogenic substrate, 60 min; Potency, µM (series often up to 57.5 µM), for inactives: top-dose activity change, negative = inhibition, most hits filed as inhibitors; 0.006% of 340,000 active; AID 504937; further: potency means the concentration at half of the fitted maximal effect
#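 Fluorescence read-out (Ex 386 nm, Em 447 nm) after stopping the reaction at pH 10. Enzyme: ASM from human placenta; substrate HMU-PC0, 9 uM final; 60 min, 37 °C. Compound preincubation 10 min, ambient temperature.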
# * hit, by the source's call; ? = inconclusive; . = no result given; [ ] = dose if it differs, or a comment. Unless noted, the call rests on the fitted dose curve; in most records, active means well fitted curve in the direction sought with a large enough effect; inconclusive means small, poorly fitted or top-dose-only effect, or another doubt; inactive means no such curve, though single readings can be large; an effect the other way counts as inactive or inconclusive.
# The first six records, ahead of the listing:
SMILES,Tb PFK block,B2AR arrestin,Menin MLL FP TR,TSG101-PTAP inh,PKM2 activator,FBPA coupling cs,a7 integrin act,Giardia kill,Chronic BCR inh,GALK inhibitor,S-ASM inh
C=CCOc1ccc(C(=O)Nc2ccc(OCC)cc2)cc1,-5%,-0.1%,6%,-1%,-3%,3,11%,2,-1%,7%,1%
COc1ccc(C2(C)NC(=O)N(CC(=O)Nc3ccc4ccccc4c3)C2=O)cc1OC (stereo not drawn),-1%,0.2%,.,-6%,.,.,-7%,-11,-17%,.,-7%
COC(=O)c1sc(N2C(=O)C(O)=C(C(=O)c3ccc(C)o3)C2c2cccs2)nc1C (stereo not drawn),-8%,-0.3%,?,-3%,3%,9,0%,-10,0%,-7%,16%
Cc1ccccc1OCCC(=O)OCC(=O)NC1CCS(=O)(=O)C1 (stereo not drawn),3%,0.1%,.,-2%,.,.,19%,-9,-15%,.,5%
COc1ccccc1N1CCN(C(CNS(=O)(=O)c2cc(F)ccc2F)c2cccnc2)CC1 (stereo not drawn),0%,-0.7%,-5%,-2%,-11%,0,-9%,?,2%,.,5%
O=C(NNC1CC(=O)N(c2ccc(Cl)cc2)C1=O)c1ccco1 (stereo not drawn),1%,0.3%,4%,-5%,0%,0,?,17,-1%,-3%,3%

# The whole of this part, repeating the preview:
SMILES,Tb PFK block,B2AR arrestin,Menin MLL FP TR,TSG101-PTAP inh,PKM2 activator,FBPA coupling cs,a7 integrin act,Giardia kill,Chronic BCR inh,GALK inhibitor,S-ASM inh
C=CCOc1ccc(C(=O)Nc2ccc(OCC)cc2)cc1,-5%,-0.1%,6%,-1%,-3%,3,11%,2,-1%,7%,1%
COc1ccc(C2(C)NC(=O)N(CC(=O)Nc3ccc4ccccc4c3)C2=O)cc1OC (stereo not drawn),-1%,0.2%,.,-6%,.,.,-7%,-11,-17%,.,-7%
COC(=O)c1sc(N2C(=O)C(O)=C(C(=O)c3ccc(C)o3)C2c2cccs2)nc1C (stereo not drawn),-8%,-0.3%,?,-3%,3%,9,0%,-10,0%,-7%,16%
Cc1ccccc1OCCC(=O)OCC(=O)NC1CCS(=O)(=O)C1 (stereo not drawn),3%,0.1%,.,-2%,.,.,19%,-9,-15%,.,5%
COc1ccccc1N1CCN(C(CNS(=O)(=O)c2cc(F)ccc2F)c2cccnc2)CC1 (stereo not drawn),0%,-0.7%,-5%,-2%,-11%,0,-9%,?,2%,.,5%
O=C(NNC1CC(=O)N(c2ccc(Cl)cc2)C1=O)c1ccco1 (stereo not drawn),1%,0.3%,4%,-5%,0%,0,?,17,-1%,-3%,3%
CCC(C)N1CC(C(=O)O)CC1=O (stereo not drawn),1%,-0.1%,0%,-1%,-6%,-2,15%,3,0%,-5%,1%
CCc1c(C(=O)c2ccc(Cl)cc2)oc2c(C)c3oc(=O)cc(C)c3cc12,0%,0.1%,19%,-1%,-15%,-1,-16%,-26,13%,3%,-3%
CN1C/C(=C/c2ccncc2)C(=O)/C(=C/c2ccncc2)C1,2%,0.5%,-5%,0%,2%,-13,16%,10,?,-4%,0%
CC1CNc2c(cccc2S(=O)(=O)N[C@@H](CCCN=C(N)N)C(=O)N2CC[C@@H](C)C[C@@H]2C(=O)O)C1 (stereo partly drawn),8%,-0.2%,-11%,.,0%,0,.,.,5%,-1%,.
O=C(Oc1ccc2c(-c3ccccc3)cc(=O)oc2c1)C1CCCCC1,-3%,0.4%,2%,2%,-13%,0,13%,-9,-1%,2%,-6%
O=C(CN1C(=O)c2ccccc2S1(=O)=O)Nc1ccc(S(=O)(=O)N2CCCCCC2)cc1,5%,-0.6%,5%,0%,7%,1,23%,11,11%,0%,-2%
COc1ccc(S(=O)(=O)NNC(=O)Nc2ccc(F)cc2F)c(OC)c1,2%,-0.6%,-19%,-2%,1%,1,-5%,-8,-4%,7%,1%
Cc1ccccc1NS(=O)(=O)c1cccc(-c2nnc(-c3ccccc3)o2)c1,4%,-1.1%,1%,-4%,10%,4,7%,-4,2%,3%,-23%
CCN(CC)S(=O)(=O)c1ccc(NC(=O)CN(c2ccc(OC)cc2OC)S(C)(=O)=O)cc1,4%,-0.4%,-2%,-1%,-1%,2,-25%,-6,-1%,-6%,-2%
Cc1cccc(N(Cc2cc3cc(C)ccc3[nH]c2=O)C(=O)c2cccs2)c1,-3%,-0.9%,.,-5%,0%,0,?,4,0%,9%,-13%
CC1C(=O)C(C)C(c2ccc([N+](=O)[O-])cc2)NC1c1ccc([N+](=O)[O-])cc1 (stereo not drawn),0%,0.3%,17%,-1%,-3%,-2,7%,-7,-6%,4%,-7%
CC(=O)Cc1nsc(NC(=O)c2ccc(F)cc2)n1,1%,0.0%,0%,0%,2%,-3,7%,-8,0%,-2%,4%
O=C(NCc1ccco1)c1cc(-c2cccnc2)nc2ccc(Cl)cc12,18%,-0.1%,30%[activator],-1%,10%,2,-7%,4,6%,-3%,-10%
COc1ccc(CCC(=O)Nc2ccccc2C(F)(F)F)cc1,2%,0.0%,14%,-2%,-2%,1,17%,?,-8%,3%,4%
CC(C)CCNC(=O)c1cc2c(=O)n3ccccc3nc2s1,-2%,0.5%,-14%,-6%,.,-1,-20%,1,?,1%,.
Oc1ccccc1-c1cc(-c2ccc(Cl)cc2)n[nH]1,-1%,-0.8%,?,0%,.,-3,-8%,-15,?,-6%,-4%
COc1cc(CN2CCC(n3nccc3NC(=O)c3ccccc3OC)CC2)ccc1F,-5%,-0.7%,?,1%,-2%,-3,9%,8,?,7%,2%
O=C(Cc1cccs1)N1CCN(c2ccc(F)cc2)CC1,-7%,-0.6%,-6%,-1%,-2%,0,-13%,11,-3%,2%,0%
CCN(CC)S(=O)(=O)c1ccc(C)c(NC(=S)NNC(=O)C2CC2)c1,-1%,-0.5%,-21%,-4%,7%,1,9%,14,1%,-3%,4%
CCCCC(CC)CNC(=O)/C=C/c1ccc(F)cc1 (stereo not drawn),1%,4.8%,-1%,.,-2%,3,.,.,-24%,0%,.
CC(C)(C)[C@H]1COC(=O)CC/C=C\C[C@@H](CC(=O)N[C@H](CO)Cc2ccccc2)C(=O)N1,0%,-0.3%,.,0%,.,.,21%,22,2%,.,7%
Cc1ccccc1-n1c(=O)cc(N2CCC3(CC2)OCCO3)[nH]c1=O,-2%,-0.1%,2%,1%,-7%,1,0%,4,-4%,-1%,-1%
O=c1cc(CSc2nnc(-c3cccs3)n2Cc2ccccc2)nc2sc3ccccc3n12,-21%,-0.3%,-20%,-1%,-2%,1,-50%[inhibitor],-22,-8%,-1%,-10%
Cc1nc2c(-c3ccccc3)c(C)nn2c(C)c1CCC(=O)O,0%,-0.1%,-3%,-1%,-4%,3,0%,-18,?,-3%,-1%
COC(=O)[C@H](C)NC(=O)Nc1cccc(C)c1,5%,-0.6%,4%,-1%,1%,2,5%,7,3%,-1%,0%
c1ccc(COCCCn2cc(-c3ccccc3)nn2)cc1,-1%,0.6%,9%,3%,-1%,2,32%,-7,-10%,.,4%
CCOc1ccc(/C=N/NC(=O)c2ccc(Cn3cc([N+](=O)[O-])cn3)o2)cc1,.,.,3%,1%,-1%,3,26%,19,.,1%,-11%
CCn1cc(C(=O)NCc2ccc(OC)cc2)c(=O)c2ccc(C)nc21,1%,-0.6%,-2%,3%,-1%,0,1%,29,9%,4%,-10%
Cc1cc(OC(C)C(=O)NCCCN2CCOCC2)c2c(C)cc(=O)oc2c1 (stereo not drawn),-4%,0.2%,.,0%,.,.,?,-29,3%,5%,-1%
Cc1ccc(C(=O)NCCNc2ccc([N+](=O)[O-])cc2C(F)(F)F)cc1,3%,0.2%,?,0%,0%,-1,-30%,6,5%,1%,-21%
CCOC(=O)c1ccccc1NC(=O)Cn1c(-c2nonc2N)nc2ccccc21,-2%,-1.2%,0%,4%,-3%,1,-2%,1,?,-1%,-5%
CC1CCC(NCCNC(=O)c2ccco2)CC1 (stereo not drawn),7%,-0.7%,-7%,2%,-4%,0,20%,-3,5%,-3%,6%
CC(C)=CCCC1(C)C=Cc2c(ccc3c2[nH]c2cc(O)c(C)cc23)O1 (stereo not drawn),-16%,0.4%,?,?,3%,-7,-46%[inhibitor],14,?,-10%,-25%

# Not all compounds are listed, so the mix of outcomes need not match the whole.
